# Assay outcomes (PubChem BioAssay)
# RTF Ca sens act: cardiac RTF calcium sensitivity activators, primary screen, biochemical, IANBD-TnC fluorescence, EC20 calcium | Troponin I, cardiac muscle (Homo sapiens) + Troponin T, cardiac muscle (Homo sapiens) + … | IANBD-labeled TnC RTF fluorescence at EC20 calcium; 0% EC20 calcium, 100% full calcium | activation, % at 7.2 µM | hit rate 0.24% among 340,000;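 active = activation above the mean over all tested compounds plus 3 SD, cut at about 30% in these data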;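 also: rise in fluorescence read as greater calcium sensitivity of cardiac thin filaments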
# HTR5A inv ctr: HTR5A inverse agonists in luminescence cell assay, primary screen, counter-screen for OPRM1-OPRD1 heterodimer inverse agonist project, full-deck HTS. HTR5A cell line, inverse agonism. inhibition, % at 9.3 µM. hit rate 0.083% among 340,000. AID 504634, 2011; in the data active = inhibition mostly above about 23%, no sharp cut-off; inactive = mostly below about 18%;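 also: 0% = cells with DMSO and 100% = no-cell wells with DMSO; some compounds called inactive have numbers as strong as hits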
# Target sequence (P47898 whole entry, looked up): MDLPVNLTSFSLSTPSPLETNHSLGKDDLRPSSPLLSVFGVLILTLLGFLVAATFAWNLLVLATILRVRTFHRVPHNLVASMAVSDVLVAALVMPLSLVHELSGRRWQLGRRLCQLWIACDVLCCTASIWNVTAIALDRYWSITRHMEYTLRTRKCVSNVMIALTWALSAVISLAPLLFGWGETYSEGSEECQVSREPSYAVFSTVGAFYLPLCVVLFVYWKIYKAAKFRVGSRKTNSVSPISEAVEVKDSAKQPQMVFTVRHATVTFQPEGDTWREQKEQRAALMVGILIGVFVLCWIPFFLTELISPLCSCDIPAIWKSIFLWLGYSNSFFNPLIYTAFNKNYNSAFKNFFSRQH
# Keap1 Nrf2 FP: Keap1-Nrf2 protein-protein interaction inhibitors, primary screen, biochemical, fluorescence polarization, single point | Kelch-like ECH-associated protein 1 (Homo sapiens), Q14145 | Keap1 Kelch-Nrf2 peptide fluorescence polarization, 1536-well | inhibition, % at 9.4 µM | hit rate 0.15% among 340,000 | AID 504523, 2011; in the data active = inhibition above about 12%;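 also: human Keap1 Kelch domain with fluorescein labeled Nrf2 9mer peptide probe; 0% = neutral control wells and 100% = peptide positive control; higher means more block of Keap1 binding to Nrf2 peptide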
# Target sequence (Q14145 whole entry, looked up, the tested form may be a part): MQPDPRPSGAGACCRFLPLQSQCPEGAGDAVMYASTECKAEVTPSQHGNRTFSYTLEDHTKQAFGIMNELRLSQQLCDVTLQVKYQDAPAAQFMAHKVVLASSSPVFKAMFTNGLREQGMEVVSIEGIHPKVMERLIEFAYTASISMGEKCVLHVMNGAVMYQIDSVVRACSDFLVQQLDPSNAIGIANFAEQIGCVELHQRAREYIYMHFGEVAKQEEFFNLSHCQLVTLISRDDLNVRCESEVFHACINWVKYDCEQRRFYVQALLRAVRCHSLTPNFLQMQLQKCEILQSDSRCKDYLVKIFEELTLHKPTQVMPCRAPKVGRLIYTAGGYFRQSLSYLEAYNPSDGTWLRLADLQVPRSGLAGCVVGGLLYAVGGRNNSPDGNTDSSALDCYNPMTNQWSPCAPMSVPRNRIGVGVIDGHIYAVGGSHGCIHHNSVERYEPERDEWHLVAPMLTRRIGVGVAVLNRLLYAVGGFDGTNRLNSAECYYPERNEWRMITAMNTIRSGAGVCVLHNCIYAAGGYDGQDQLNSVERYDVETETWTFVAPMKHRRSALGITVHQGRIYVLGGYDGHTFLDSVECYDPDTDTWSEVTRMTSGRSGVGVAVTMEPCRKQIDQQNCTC
# OPRM1-OPRD1 ag: agonists of OPRM1-OPRD1 heterodimerization, primary screen, cell-based, luminescence. Mu-type opioid receptor (Homo sapiens) + Delta-type opioid receptor (Homo sapiens), …. cells. activation, % at 9.3 µM. hit rate 0.3% among 340,000. AID 504326, 2011; in the data active = activation above about 18%;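 also: 0% = vehicle-treated cells and 100% = reference agonist; values of inactives mirror those of a sister screen read the other way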
# C-LANA FP: inhibitors of KSHV C-LANA binding to DNA, primary screen, biochemical, fluorescence polarization, FAM-LBS DNA, MBP-C-LANA, single point | inhibition, % at 9 µM | Kaposi's sarcoma herpesvirus LANA C-terminal domain (residues 932-1162) DNA binding | hit rate 0.078% among 340,000;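 active = highest replicate inhibition at or above 60% at 9 µM, even if other replicates fall short; inactive = all replicates below 60% inhibition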;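 also: 0% = neutral control wells and 100% = 4 µM acridine orange control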
# RTF Ca sens inh: cardiac RTF calcium sensitivity inhibitors, primary screen, biochemical, IANBD-TnC fluorescence, EC70 calcium; Troponin I, cardiac muscle (Homo sapiens) + Troponin T, cardiac muscle (Homo sapiens) + …; IANBD-labeled cardiac RTF, Ca2+ fluorescence; inhibition, % at 7.15 µM; hit rate 0.12% among 340,000; AID 493244, 2011;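 active = inhibition above the mean inhibition of all tested compounds plus 3 SD, cut at about 17% in these data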;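 also: assay run at fixed EC70 calcium of 1.6 mM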
# V-ATPase pH: regulators of yeast V-ATPase proton pumping, primary screen, pHLuorin cytosolic pH fluorescence | S. cerevisiae | response, % at 10 µM | hit rate 0.37% among 350,000 | AID 504577, 2011; in the data active = response mostly above about 7.3%, no sharp cut-off; inactive = mostly below about 5.4%; also: actives read high; inactives centre near 0; some compounds called inactive have numbers as strong as hits; reference of the scale not given here
# HTR5A ag ctr: HTR5A agonists in luminescence cell assay, primary screen, counter-screen for OPRM1-OPRD1 heterodimer agonist project, full-deck HTS; 5-hydroxytryptamine receptor 5A (Homo sapiens), P47898; cell-based; activation, % at 9.3 µM; hit rate 0.61% among 340,000; in the data active = activation mostly above about 9.5%, no sharp cut-off; inactive = mostly below about 7.6%;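 also: 0% = cells with vehicle only and 100% = reference agonist; strong numbers were not always called active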
# CAL PDZ FP: untagged CAL PDZ binding inhibitors, primary screen, biochemical, fluorescence polarization, HTS. inhibition, % at 24.9 µM. purified CAL PDZ, TMR-peptide fluorescence polarization, 1 h. hit rate 0.92% among 300,000. Golgi-associated PDZ and coiled-coil motif-containing protein (Homo sapiens), Q9HD26. AID 602252, 2012;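 active = mean inhibition of at least 30% with at least half of replicates also reaching 30%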;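 also: 0% = DMSO neutral control and 100% = excess unlabeled competitor peptide PRC23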
# OPRM1-OPRD1 inv: inverse agonists of MOR-DOR heterodimerization, primary screen, cell-based, luminescence | AID 504357, 2011 | inhibition, % at 9.3 µM | cell-based MOR-DOR heterodimer luminescence, inverse agonism | Mu-type opioid receptor (Homo sapiens) + Delta-type opioid receptor (Homo sapiens), … | hit rate 0.21% among 340,000; in the data active = inhibition above about 22%, passing the limit was not always enough;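 also: 0% = cells with DMSO and 100% = wells without cells with DMSO; values of inactives mirror those of a sister screen read the other way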
# The depositor's hits bear a star; · = no result given.
entry	smiles	C-LANA FP	OPRM1-OPRD1 ag	HTR5A ag ctr	Keap1 Nrf2 FP	V-ATPase pH	RTF Ca sens act	CAL PDZ FP	RTF Ca sens inh	OPRM1-OPRD1 inv	HTR5A inv ctr
1	COc1cccc(N2CCN(C(=O)c3cccn4c(=O)c5c(C)c(C)sc5nc34)CC2)c1	0.9	-0.7	0	8	6	0	·	-1	3	14
2	COc1cccc(C(=O)CC(=O)C(=O)Nc2ccc([N+](=O)[O-])cc2C)c1	-1.4	-1.8	2	2	-14	-3	-6	3	9	-6
3	O=C(CN=C1NC(=O)C(c2ccccc2)(c2ccccc2)N1)NCc1ccc(F)cc1	0.6	-3.5	-5	-1	-2	0	-2	2	21	13
4	COc1ccc(Br)cc1C1Nc2ccccc2C(=O)N1NC(=O)c1ccncc1 (configuration not stated)	2.4	-3.7	-1	4	3	-7	-3	-1	15	3
5	COc1ccc(-c2noc(CCC(=O)NCCN3CCN(c4ccccc4F)CC3)n2)cc1	-0.2	1.6	4	-3	3	-2	-3	8	-8	-9
6	Cc1ccccc1-c1n[nH]c(=S)n1/N=C/c1c(C)nn(-c2ccccc2)c1C	-2.4	-1.1	6	-2	2	-1	3	7	6	-20
7	CCCC(C)C(=O)Nc1ccc(C(N)=O)cc1 (configuration not stated)	-1.3	-3.4	-3	-3	3	0	-4	7	17	-5
8	COc1ccc2[nH]c3c(c2c1)CCN1C(=O)C(CC(=O)NCCN2CCOCC2)C[C@H](C(=O)N2CCOCC2)[C@@]31CCC1CCCC1 (some centres not stated)	-0.9	-3.0	1	-1	0	-3	-5	-2	15	-5
9	COc1ccc(C2C(C(=O)c3sc(C)nc3C)=C(O)C(=O)N2CCN(C)C)cc1 (configuration not stated)	2.1	-3.0	4	-1	-1	1	-5	1	12	-12
10	CCOC(=O)c1ccc(Nc2nc(N3CCOCC3)nc(N3CCOCC3)n2)cc1	0.2	-3.5	5	1	-2	6	2	-6	18	7
11	CCOC(=O)N1CCC(Nc2c(NCCCN3CCN(c4ccc(OC)cc4)CC3)c(=O)c2=O)CC1	-0.6	-0.8	0	4	3	0	-1	-9	4	-37
12	CCOc1ccc(S(=O)(=O)N/N=C(\C)C2CCCCC2)cc1	0.2	5.3	2	-7	0	13	-1	-8	-27	-6
13	COc1ccc2c(c1)c(=O)c(Br)c(C)n2Cc1ccccc1	-1.0	8.6	5	4	1	4	1	-7	-46	-15
14	COCCNC(=S)Nc1ccc(N2CCOCC2)c(S(=O)(=O)Nc2ccccc2OC)c1	0.6	-0.4	-1	-3	5	1	7	-5	2	3
15	COCCN(CC(=O)Nc1cccc(C)c1C)C(=O)Cn1cnc2ccccc2c1=O	0.4	-1.0	1	2	-4	10	·	-13	5	-2
16	COc1cccc(C(=O)NCC(c2ccco2)N2CCOCC2)c1 (configuration not stated)	-0.9	-0.4	1	-3	0	-2	7	1	2	-3
17	CN1C(=O)/C(=C/c2ccccc2OCc2ccc(F)cc2)N(C)C1=S	2.1	0.0	-1	0	-2	-9	-2	5	0	-9
18	CCN(CC)c1ccc(C(=O)OCC(=O)N2CCN(c3ccccc3)CC2)cc1	2.2	-1.0	2	3	2	4	2	-2	5	-5
19	O=C(O)c1cc2cc(F)ccc2[nH]1	-1.1	-1.8	-7	-3	2	4	-5	9	10	20
20	CC(=O)c1sc(N/N=C/c2ccc(C(C)C)cc2)nc1C	0.3	-0.1	2	-3	-3	2	-5	-7	0	-4
21	CNC(=O)CN(Cc1ccccc1)S(=O)(=O)c1ccc(Cl)cc1	0.7	-4.6	-3	3	-1	1	-1	-5	22	11
22	COc1ccc(Cc2nc(-c3ccc(-n4cccc4)cc3)no2)cc1OC	-1.5	1.0	11*	-7	-1	-1	2	-9	-5	-32
23	Cc1ccccc1-n1nc2c(c1NC(=O)c1c(-c3ccccc3Cl)noc1C)CS(=O)(=O)C2	0.4	-1.7	-8	1	0	0	·	-1	9	-10
24	Cc1cccc(C(=O)OCC(=O)N(CC(C)C)c2c(N)n(Cc3ccccc3)c(=O)[nH]c2=O)c1O	0.8	-2.3	-2	-4	-1	3	-1	-24	12	4
25	CCOc1ccc(N(C(=O)c2snc(C(N)=O)c2N)C(C(=O)NC2CCCC2)C(C)C)cc1 (configuration not stated)	0.6	-1.4	-5	4	0	-4	·	-5	9	10
26	COc1cnn(-c2ccc(F)cc2)c(=O)c1Br	-2.9	0.0	-2	5	0	3	-3	2	0	6
27	CCOC(=O)c1nn(-c2ccccc2)c(=O)cc1SC(C)C	-1.7	-0.6	-2	6	14	-8	-1	-1	3	7
28	CCOC(=O)C1CCN(C/C=C/c2ccccc2)CC1	-1.1	-2.5	2	-1	-3	-11	-11	0	12	-6
29	Nc1ccc(/C=C/C(=O)c2ccco2)cc1	-1.9	-1.4	-2	-2	1	6	1	-7	7	7
30	COc1ccc(C(=O)NC(=S)NCc2cccnc2)cc1Cl	2.1	-2.9	-2	-5	0	0	·	-12	18	-3
31	COc1ccc(-c2c(C)cc3oc(=O)cc(-c4ccccc4)c3c2C)cc1OC	-0.8	-0.9	0	-5	-2	-1	-6	-7	4	1
32	COc1ccc(Cl)cc1NC(=O)CN(C)CC(=O)NC(C)c1ccccc1 (configuration not stated)	0.8	-3.2	2	5	6	3	-4	-14	15	-5
33	CCC(C)c1ccccc1N1CC(C(=O)Nc2ccc(N3CCOCC3)cc2)CC1=O (configuration not stated)	-0.3	-1.4	-3	-2	-1	-2	1	-2	6	-7
34	Cc1cc(SCC(=O)NCCN2C(=O)CSC2=O)nc2ccccc12	-1.1	-0.7	2	-8	-1	12	-2	-3	4	-13
35	Cc1nn(C)cc1CNC(=O)Nc1cccc(Cl)c1	-0.1	0.4	-2	1	-1	1	-4	-4	-2	1
36	Cc1ccc(-c2cc(C(=O)OCC(=O)N(C)C3CCS(=O)(=O)C3)c3ccccc3n2)o1 (configuration not stated)	1.1	-2.8	-3	-5	-1	-4	1	5	15	7
37	CC(N=Cc1nc(-c2ccccc2)oc1O)c1ccccc1 (configuration not stated)	-0.4	0.6	-2	1	-1	3	0	-9	-3	4
38	COc1cc(-c2cc(-c3ccc(O)cc3)nc(N)c2C#N)ccc1O	1.5	-2.3	6	2	0	8	-16	-3	12	-17
39	Cc1nc2ccccc2c(=O)n1NC(=O)c1ccccc1[N+](=O)[O-]	0.7	-0.9	-3	-3	-1	4	-3	2	5	8
40	O=C(N/C(=C/c1ccco1)C(=O)N1CCCCC1)c1cccs1	-0.3	0.1	-3	-5	0	1	-2	2	-1	9
41	CCc1ccc(CNC(=O)C2CCCN(S(=O)(=O)N3CC(C)CC(C)C3)C2)cc1 (configuration not stated)	0.3	1.8	6	4	5	-2	0	-7	-9	-21
42	COc1ccc(CNC(=O)c2cnn3c(C(F)F)cc(C)nc23)cc1OC	-2.3	-1.1	5	-2	-4	1	·	-3	6	-13
43	O=Cc1sc(=O)n(Cc2cccc(C(=O)O)c2)c1Cl	-3.5	-1.3	-3	-12	0	-4	-5	7	7	8
44	COC(=O)c1ccc(Cn2cnc3c(sc4nc(N5CCOCC5)c5c(c43)CCCC5)c2=O)o1	0.4	-2.6	8	-5	-7	1	-2	-6	14	-16
45	Cc1cc(C)c(NC(=O)c2ccc3c(c2)CCN3S(C)(=O)=O)c(C)c1	-0.2	-2.4	-3	-3	1	2	-4	-11	11	10
46	CCc1ccc(N(CC)C(=O)c2cn(C)c(=O)c3ccccc23)cc1	0.5	-3.8	0	-3	1	-1	-4	-13	17	0
47	Cn1c(=O)oc2cc(S(=O)(=O)NCCC(=O)NC3CCCc4ccccc43)ccc21 (configuration not stated)	1.5	-1.2	2	-2	2	2	·	-1	6	24
48	CN(C)/C=C(\C#N)C(=O)c1cccnc1Oc1cccc(F)c1	-0.9	1.3	3	-1	3	-7	-4	-6	-7	-17
49	O=C(O)C[C@H]1c2cc(F)ccc2S(=O)(=O)N1C1CCN(Cc2ccccc2)CC1	2.5	-0.9	-3	6	4	0	7	-17	5	-4
50	CC(=O)N1CC(C)Sc2ccc(S(=O)(=O)N3CCCCC3)cc21 (configuration not stated)	-1.2	-1.4	5	-3	4	-6	6	-9	7	-1
51	CN1/C(=C\C(=O)c2oc3ccccc3c2N)C(C)(C)c2ccccc21	-1.2	7.4	3	2	-2	-2	-2	0	-34	8
52	CCN(CC)S(=O)(=O)c1ccc2c(c1)C(=NO)c1cc(S(=O)(=O)N(CC)CC)ccc1-2	-0.6	-2.2	-5	0	-9	-2	1	1	11	6
53	CC1CCN(S(=O)(=O)c2ccc(C(=O)N3CCCC3C(=O)O)cc2)CC1 (configuration not stated)	-0.1	-2.2	-6	-4	5	-2	-6	-3	9	-7
54	COc1ccc(OC)c(C2NC(=O)NC(C)=C2C(=O)OC2CCCCC2)c1 (configuration not stated)	0.6	-1.9	1	-1	-3	1	·	-1	10	-24
55	CC(C)Oc1cccc(-c2cc(C(=O)NN3CCOCC3)c3ccccc3n2)c1	-0.7	-3.0	-1	1	1	-4	-2	3	16	18
56	Cc1[nH]nc(SCC(=O)NCc2ccc(Cl)cc2)c1[N+](=O)[O-]	0.4	1.0	1	-5	2	-2	-1	-1	-6	-10

# Next compounds:
entry	smiles	C-LANA FP	OPRM1-OPRD1 ag	HTR5A ag ctr	Keap1 Nrf2 FP	V-ATPase pH	RTF Ca sens act	CAL PDZ FP	RTF Ca sens inh	OPRM1-OPRD1 inv	HTR5A inv ctr
57	C=CCOc1ccc(C2=NOC(C(=O)Nc3ccc4c(c3)OCCO4)C2)cc1OC (configuration not stated)	-2.4	-2.3	-2	2	-1	-5	-6	3	11	6
58	CCCCn1c(=O)c(Cc2ccccc2)c(O)c2ccccc21	0.9	-2.4	-8	-6	6	1	-1	-7	12	18
59	Cc1ccc2sc(NC(=O)c3cccc(N4C(=O)CCC4=O)c3)nc2c1C	1.0	2.4	1	-8	0	-2	·	-2	-13	-19
60	COc1ccc(N2C(=O)CC(N3CCC(O)(c4ccc(Br)cc4)CC3)C2=O)cc1 (configuration not stated)	-0.8	-1.2	0	-2	-3	-2	-2	-11	5	4
